# Assay outcomes deposited in PubChem by several laboratories.
# PKA-R1A activ: activators of PKA-R1A complex; PKA-R1A dissociation, Cy5-IP20 fluorescence polarization; scaled: DMSO 0%, 113 µM cGMP 100%; hit rate 0.083% among 340,000; AID 504707; activation, % at 11.4 µM;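 active = percent activation above the mean of all tested compounds plus 3 SD, cut at about 19% in these data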;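 also: higher means more PKAc released from R1A so a rise in polarization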
# DSG3 Ab inh: inhibitors of pemphigus antibody binding to human desmoglein-3. DSG3-coupled beads, scFv-anti-DSG3-GFP binding, flow cytometry; stronger effect = lower value. binding (percent of control), % at 10 µM. hit rate 0.48% among 310,000;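 active = binding more than 3 SD below its plate's average and above zero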; also: some compounds called inactive have numbers as strong as hits
# HTR5A inv ag: HTR5A inverse agonism, opioid heterodimer counter-screen. HTR5A cell line, luminescence. AID 504634. inhibition, % at 9.3 µM. P47898. hit rate 0.083% among 340,000; in the data active = inhibition mostly above about 23%, no sharp cut-off; inactive = mostly below about 18%;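 also: 0% = cells with DMSO and 100% = no-cell wells with DMSO; some compounds called inactive have numbers as strong as hits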
# Target sequence (P47898 whole entry, looked up): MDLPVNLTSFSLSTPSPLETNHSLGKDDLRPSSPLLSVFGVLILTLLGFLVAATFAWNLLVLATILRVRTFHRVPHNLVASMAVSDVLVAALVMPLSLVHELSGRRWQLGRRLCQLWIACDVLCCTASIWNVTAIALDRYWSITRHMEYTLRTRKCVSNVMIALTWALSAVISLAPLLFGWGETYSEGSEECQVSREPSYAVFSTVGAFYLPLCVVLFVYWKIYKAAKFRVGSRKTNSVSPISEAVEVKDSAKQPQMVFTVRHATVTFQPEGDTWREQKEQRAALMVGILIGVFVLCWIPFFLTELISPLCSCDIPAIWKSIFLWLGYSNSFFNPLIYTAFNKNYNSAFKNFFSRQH
# AddAB inh: less growth of phage-infected E. coli with AddAB; hit rate 0.29% among 330,000; inhibition, % at 11.9 µM; E. coli expressing H. pylori AddAB, absorbance growth; in the data active = inhibition above about 12%;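 also: 0% = vehicle wells of infected cells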
# MOR-DOR inv ag: mu-delta opioid heterodimer inverse agonism; P35372+P41143; inhibition, % at 9.3 µM; cell-based MOR-DOR heterodimer luminescence; hit rate 0.21% among 340,000; in the data active = inhibition above about 22%, passing the limit was not always enough;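 also: 0% = cells with DMSO and 100% = wells without cells with DMSO; values of inactives mirror those of a sister screen read the other way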
# PfHsp90 set2: reduces growth (ATP signal) of yeast expressing P. falciparum Hsp90; hit rate 0.32% among 310,000; inhibition, % at 9.4 µM; S. cerevisiae expressing PfHsp90, BacTiter-Glo ATP, 48 h; yeast lacking PDR1 and PDR3 efflux regulators;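 active = every replicate shows inhibition above about 80%, whatever the replicate mean, limit read from the data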;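 also: 0% = DMSO neutral controls and 100% = 20 µM radicicol positive controls; yeast relying on Plasmodium falciparum Hsp90 in place of its own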
# Mot1-301 SUMO: inhibitors of SUMOylation pathway: yeast Mot1-301 growth rescue. hit rate 1% among 320,000. growth rescue, % at 18.8 µM. S. cerevisiae Mot1-301 growth rescue, ATP luminescence, 38.5C; percent above DMSO median, 100 means doubled;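 active = every valid replicate shows activation above 250% relative to neutral control wells; inactive = the rest, any valid replicate at or below 250%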;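 also: OY570 slx delta 5 strain wells were the positive control but not used for scaling; some compounds called inactive have numbers as strong as hits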
# phage Ecoli inh: E. coli growth loss with phage present; growth absorbance; inhibition, % at 11.9 µM; hit rate 0.26% among 360,000; in the data active = inhibition above about 11%
# E coli growth: bacterial growth inhibition, counter-screen for AddAB inhibitors | E. coli V3065 growth, OD600 absorbance, 18 h | inhibition, % at 11.9 µM | hit rate 0.27% among 330,000 | AID 449728;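 active = inhibition above the campaign's mean inhibition across all tested compounds plus 3 SD, cut at about 9.9% in these data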;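 also: uninfected addAB+ strain grown without phage in ampicillin broth; 0% = DMSO wells and 100% = ciprofloxacin 0.95 µg/ml wells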
# HTR5A ag ctr: counter-screen for OPRM1-OPRD1 agonists: human HTR5A agonism | P47898 | HTR5A agonist assay, luminescence, cell-based | activation, % at 9.3 µM | hit rate 0.61% among 340,000 | AID 504692; in the data active = activation mostly above about 9.5%, no sharp cut-off; inactive = mostly below about 7.6%;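 also: 0% = cells with vehicle only and 100% = reference agonist; strong numbers were not always called active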
# OPRM1-OPRD1 ag: OPRM1-OPRD1 heterodimerization agonism | P35372+P41143 | cells, luminescence | activation, % at 9.3 µM | hit rate 0.3% among 340,000 | AID 504326; in the data active = activation above about 18%;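 also: 0% = vehicle-treated cells and 100% = reference agonist; values of inactives mirror those of a sister screen read the other way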
# Starred values were filed as active, the others as inactive; · = no result given. Rows were taken by chance; overall some 3.2% were active at least once.
smiles	PKA-R1A activ	DSG3 Ab inh	HTR5A inv ag	AddAB inh	MOR-DOR inv ag	PfHsp90 set2	Mot1-301 SUMO	phage Ecoli inh	E coli growth	HTR5A ag ctr	OPRM1-OPRD1 ag
CCOC(=O)c1c(C)[nH]c(C)c1C(=O)CSc1nc2ccccc2c(=O)n1-c1ccc(Cl)cc1	-11.2	93.2	0.3	-0.7	-17.1	7.6	1.3	7.5	2.7	-0.1	2.8
Cc1ccc2nc(SCC(=O)Nc3c(F)cccc3F)[nH]c2c1	-9.5	94.7	12.3	-0.2	6.3	-19.1	-9.1	1.4	1.0	-5.0	-1.2
CC(C)(C)c1ccc(/C=C/C(=O)Nc2cccnc2)cc1	-8.6	99.9	-4.0	-0.5	-22.4	-16.5	7.4	1.1	-1.6	1.1	4.4
CCOC(CNCc1cc(C)c2[nH]c3ccccc3c2c1C)OCC	-0.6	132.6	1.0	·	-15.5	5.5	·	2.4	·	-0.2	3.0
CC(C)(C)CC(=O)Nc1ccc(-c2nnc3n2CCCCC3)cc1	-3.8	95.7	-10.5	-0.2	9.7	-13.2	-4.0	0.0	-4.1	2.8	-1.9
CC1(c2ccc(Cl)cc2)NC(=O)N(CC(=O)N2CCc3ccccc3C2)C1=O (centres undefined)	-8.8	·	-3.2	2.1	13.4	-1.4	14.9	2.5	0.9	1.3	-3.4
CC1=C/C(=N\NC(=O)c2ccc(O)cc2)CC1	0.7	107.1	-10.3	0.7	-4.0	-4.1	352.2	1.8	0.1	3.6	0.6
O=C(NC(=S)N1CCN(c2ccccc2)CC1)c1c(F)cccc1F	-1.8	·	-5.2	-0.8	10.9	-32.8	0.9	1.0	1.5	1.7	-2.0
O=C(NC(=S)Nc1ccc2oc(=O)ccc2c1)c1cccc(Cl)c1	-13.5	95.5	2.7	2.7	-34.2	-7.2	16.9	0.5	1.0	-0.7	6.5
COc1cc2[nH]c(=O)n(CCCC(=O)NC3CCCCC3)c(=O)c2cc1OC	-0.3	112.1	6.4	1.1	9.2	-0.5	63.5	·	0.9	6.6	-1.3
COc1ccc(CCNC(=S)NC(=O)c2ccc(Br)cc2)cc1OC	-3.4	98.6	-24.4	-0.7	10.5	0.1	7.5	1.6	-1.4	0.7	-2.1
Cc1ccc(OCC(=O)N(Cc2ccccc2)C(C)C)c([N+](=O)[O-])n1	10.9	82.8	-25.0	2.4	-9.8	-7.4	-9.3	5.2	-0.9	-1.4	2.0
CSc1nnc([C@@H]2CCCN2C(=O)OC(C)(C)C)o1	-1.0	105.5	-1.4	-1.0	13.5	-4.3	21.0	-3.4	-2.8	-3.8	-2.8
Cc1cc(C(=O)N/N=C/c2ccc(N3CCOCC3)cc2)c(C)o1	10.7	104.5	10.8	0.1	5.2	2.0	0.3	4.3	0.3	1.0	-1.0
COc1ccc(/C=C/C(=O)Nc2ccc3c(c2)CCC3)cc1OC	-8.7	104.5	2.1	4.0	10.1	-4.5	16.3	0.3	0.2	-0.6	-1.8
CCc1ccc(NC(=O)C(C)OC(=O)c2ccc(NS(=O)(=O)c3ccc(C)c([N+](=O)[O-])c3)cc2)cc1 (centres undefined)	4.1	112.6	-0.9	1.6	11.4	-8.6	-1.7	4.3	-0.8	1.0	-2.1
CC(C)[C@H](NC(=O)N1c2ccccc2NC(=O)[C@@H]1C(C)C)C(=O)N1CCC(C(=O)O)CC1	2.4	·	20.3	-0.8	15.0	0.0	70.5	1.1	-0.5	2.2	-3.0
Cc1ccc(NC(=O)/C=C/c2ccc3c(c2)OCO3)nc1	-2.6	103.0	-8.8	1.9	-13.7	-1.6	19.7	4.2	1.5	2.6	2.4
COc1cccc(-c2nnc(NC(=O)c3ccc4ncsc4c3)o2)c1	-1.9	99.6	45.4	-0.2	16.3	-57.3	-3.9	-1.9	-10.3	2.4	-3.1
CC(C)CNC(=O)c1cc(-c2ccc(Cl)c(Cl)c2)on1	9.4	102.4	-27.2	-0.2	-3.3	0.0	9.5	·	-0.1	-1.6	0.6
Cc1cc(OCc2cc(C(=O)NCCN3CCCCC3CO)no2)cc(C)c1Cl (centres undefined)	-5.2	110.9	-12.1	-2.8	-19.2	-2.0	-13.7	2.4	0.7	3.5	3.5
Fc1ccc(CSc2nncn2NCc2ccccc2)cc1	-0.6	100.8	3.6	5.9	-0.2	3.1	-6.7	2.4	0.8	-1.4	0.0
COCCCn1c(SCC(=O)Nc2nc3ccccc3s2)nnc1-c1ccoc1C	-9.4	·	-12.4	-1.4	10.5	·	-3.3	-0.5	-0.6	2.6	-1.9
CNc1cc(C)nc(-n2nc(C)cc2C)n1	-1.5	·	0.5	-1.3	2.8	-2.0	-1.8	-1.1	-2.3	-0.2	-0.7
Cc1cc(C)cc(NC(=S)Nc2ccccn2)c1	-16.6	105.5	3.5	3.7	-20.4	-51.0	-4.3	1.5	1.0	-0.9	3.9
COc1ccc(N2CCN(C(=O)COC(=O)c3ccc(OC(F)F)cc3)CC2)cc1	-1.5	93.7	-4.9	0.9	4.9	·	-0.1	0.7	0.7	2.0	-1.2
O=C(CSc1nnc(-c2ccc(S(=O)(=O)N3CCCC3)cc2)o1)NCC1CCCO1 (centres undefined)	-0.3	68.3	-0.3	3.1	12.3	7.0	2.4	4.6	0.1	0.1	-2.3
Cc1c(C(=O)NCc2ccccc2CN2CCCC2)oc2ccccc12	-10.7	119.6	1.7	·	0.3	-10.4	·	2.5	·	2.2	-0.1
O=C1[C@@H]2CSCN2C(=O)CN1CCc1cccc(F)c1	-0.1	99.3	9.2	1.4	6.9	7.0	9.5	0.3	0.9	3.1	-1.4
O=C(CSc1nnc(-c2ccncc2)o1)c1cccc([N+](=O)[O-])c1	-14.4	115.2	8.4	-0.6	8.8	-10.2	3.9	3.8	0.2	-3.4	-1.9
Cc1ccnc(NC(=O)CCNS(=O)(=O)c2ccc(C)c(C)c2)c1	-2.9	101.2	-0.7	-1.8	18.3	23.3	-7.5	-1.3	-0.8	0.1	-3.3
CCC(C)NC(=O)CSC1=Nc2ccccc2C2=NC(CCC(=O)NCc3ccco3)C(=O)N12 (centres undefined)	-0.7	107.0	-4.2	2.5	11.4	·	-4.2	2.1	-2.6	-2.5	-2.5
COc1ccc(/C=C/C(=O)c2cc(Br)ccc2OC(=O)c2ccco2)cc1OC	-7.3	96.8	9.9	-1.2	18.1	37.3	14.0	4.2	-1.6	-4.1	-3.7
CN(C)c1ccc(NC(=O)CCN2C(=O)c3cccc([N+](=O)[O-])c3C2=O)cc1	9.2	120.5	-7.0	-0.8	1.5	7.2	-11.1	-1.4	-1.8	2.1	-0.3
CCc1ccc(OCC(O)CNC(C)(C)C)cc1 (centres undefined)	-9.6	105.2	-22.5	0.7	-1.8	1.8	12.6	0.7	-2.5	2.9	0.3
Cc1occc1C(=O)N/N=C/c1c[nH]c2ccccc12	9.9	·	10.0	-1.8	12.5	7.9	28.4	·	2.1	-5.3	-2.3
CC(C)(C)c1ccc(C(=O)N2CCCC2)s1	-4.8	109.4	21.2	6.7	17.6	4.3	-8.2	0.8	1.3	-5.3	-3.4
Cc1cc(C)c(S(=O)(=O)N2CCCC(C(=O)NC3CC3)C2)c(C)c1 (centres undefined)	-8.1	119.0	-14.3	-0.3	3.8	7.9	1.0	1.5	-0.5	3.9	-0.7
CC[C@@]12C(=O)N(c3cccc(Cl)c3)C(=O)N1[C@H](c1cccc(C)c1)[C@@H]1C(=O)N(Cc3ccccc3)C(=O)[C@@H]12	3.3	98.0	-27.4	1.6	16.1	18.5	-27.8	0.7	1.4	9.3	-2.8
COc1cccc(NC(=O)C(=O)NCC2CCCN2S(=O)(=O)c2ccccc2)c1 (centres undefined)	-4.5	116.1	-11.2	0.3	8.6	·	-3.5	1.9	1.1	6.5	-1.6
O=C(c1ccc([N+](=O)[O-])cc1)N(Cc1ccc(Br)cc1)N1C(=O)CCCC1=O	-7.0	126.0	-9.1	-4.3	-95.5	·	9.7	2.5	-2.1	6.2	16.7
CCOC(=O)c1cccnc1SCc1cc(=O)n2ccccc2n1	3.0	97.7	1.2	1.6	5.9	3.9	-11.8	2.1	1.0	1.1	-1.1
CCCCn1nnnc1SCC(=O)c1ccc(C)c(C)c1	-8.2	99.4	2.9	1.5	2.3	23.8	-8.3	1.8	1.2	-3.6	-0.4
CC(NC(=O)COc1cccnc1[N+](=O)[O-])c1ccc(Cl)cc1 (centres undefined)	12.3	·	-9.2	-2.3	0.0	-4.7	16.4	3.0	0.6	0.0	0.0
Cc1ccc2nc(-c3ccccc3)c(-c3ccccc3)nc2c1	-1.0	104.9	-3.3	0.7	-12.8	-12.9	-9.0	2.7	2.3	-1.8	2.3
CCOC(=O)CSc1ncnc2c1nnn2-c1ccc(F)cc1	-7.2	102.9	4.3	-0.1	5.9	-7.8	1.6	-0.9	-0.9	-1.2	-1.1
CCN1C(=O)/C(=C/C2=Cc3ccccc3OC2C)SC1=S (centres undefined)	·	95.0	·	3.8	·	·	-15.6	1.0	3.8	·	·
COc1ccc(CN2C(=S)NC(C)(C)CC2(C)O)cc1 (centres undefined)	5.7	102.8	-6.5	3.8	7.4	26.6	-12.7	0.0	0.2	1.9	-1.4
CC(C)OCCCNC(=O)c1c(N)n(/N=C/c2cccs2)c2nc3ccccc3nc12	0.9	102.5	-10.5	0.3	15.9	-10.6	-10.5	2.3	-1.4	1.0	-3.2
COCc1cc(=O)n2[nH]c(C(F)(F)F)nc2n1	-2.4	107.2	0.2	0.8	-1.6	-3.7	-5.7	2.2	0.5	-2.5	0.3

# Next part:
smiles	PKA-R1A activ	DSG3 Ab inh	HTR5A inv ag	AddAB inh	MOR-DOR inv ag	PfHsp90 set2	Mot1-301 SUMO	phage Ecoli inh	E coli growth	HTR5A ag ctr	OPRM1-OPRD1 ag
CN(C(=O)c1ccc(NC(=O)C2CCCN(C(=O)OC(C)(C)C)C2)cc1)C1CC1 (centres undefined)	-4.7	98.7	-6.2	4.2	-14.9	-0.8	15.8	2.4	0.6	1.1	2.6
O=C(NCc1ccccc1)C1CCN(S(=O)(=O)c2cccc3cccnc23)CC1	-5.0	89.6*	-17.6	1.2	7.9	10.7	·	2.0	-2.0	5.9	-1.6
COCCn1c(SCC(=O)NC2(C#N)CCCCC2)nc2ccccc2c1=O	-3.5	·	0.2	1.3	-4.0	8.2	-10.0	1.3	0.1	-0.1	1.0
Cc1ccc(C(c2sc3nc(C)nn3c2O)N2CCN(C(=O)c3ccco3)CC2)cc1 (centres undefined)	-12.0	105.4	-20.6	0.6	-16.8	12.0	-13.4	1.7	-3.5	-2.2	2.9
CN(C)N1C(N)=C(C#N)C(c2ccc3c(c2)OCO3)C2=C1CC(C)(C)CC2=O (centres undefined)	-5.6	97.3	-5.3	0.7	11.9	19.1	240.0	3.3	-0.3	1.5	-2.6
CSc1nc2ccc(NC(=O)C3CC(=O)N(Cc4ccco4)C3)cc2s1 (centres undefined)	10.7	97.0	3.2	-1.8	5.8	-0.4	-0.9	3.7	-0.1	-0.9	-1.1
